RSV antiviral HEp-2 – RSV antiviral activity via CPE protection, HEp-2 cells, primary 10 µM value included (AID 2391); HEp-2 cells, RSV-induced CPE inhibition; higher % means a stronger effect; CPE inhibition, % at 10 µM, or IC50 in µM where a hit was titrated; hit rate 0.13% among 310,000; in the data active means a potency from the dose series; inconclusive means CPE inhibition mostly from about 23% at the one dose, without a potency; inactive means the rest, 99 in 100 with CPE inhibition below about 21%; further: strong numbers were not always called active
Large T inhibition – TAg ATPase/helicase activity blockers – biochemical (AID 1903) | SV40 large T antigen ATPase/helicase inhibition assay; higher % means a stronger effect | one-dose inhibition, % at 20 µM; IC50 in µM for titrated hits | hit rate 0.39% among 310,000; in the data active means a potency from the dose series; inconclusive means inhibition mostly from about 32% at the one dose, without a potency; inactive means the rest, 99 in 100 with inhibition below about 32%; further: strong numbers were not always called active
West Nile antiviral – inhibition of WNV-induced cytopathic effect – cell-based, CPE readout (AID 1621) | CPE inhibition, % at 10 µM; hits with a dose series show IC50 in µM | hit rate 0.02% among 290,000 | West Nile virus-infected cells, CPE inhibition; higher % means a stronger effect; in the data active means a potency from the dose series; inconclusive means CPE inhibition mostly from about 3.7% at the one dose, without a potency; inactive means the rest, 99 in 100 with CPE inhibition below about 2.2%; further: strong numbers were not always called active
K1F lysis inhibition – protection from phage-mediated lysis, alamar blue read-out – E. coli UTI89, K1F phage, bacterial capsule biogenesis inhibitors (AID 488966). E. coli UTI89 K1F phage lysis, alamar blue, 2 h; higher % means a stronger effect. hit rate 0.02% among 340,000. inhibition, % at 100 µM, or IC50 in µM where a hit was titrated;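 active means phage lysis inhibition, versus mean bacterial control, above a set limit; inconclusive means no clear call, values can overlap the other calls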;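 further: capsule biogenesis inhibitors block K1F phage lysis so surviving cells raise fluorescence; higher fluorescence means more inhibition of phage lysis; actives were called in the ten point dose series up to 300 µM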
NTR1 ag – agonists of NTR1, primary screen, imaging, U2OS cells, beta-arrestin-GFP, high content (AID 493036) | NTR1-U2OS beta-arrestin-GFP spot imaging, agonist mode | activation, % at 20 µM | hit rate 0.17% among 330,000;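 active means activation at or above 40% of the spot to cytoplasm intensity ratio, with at least 20 cells analyzed; inconclusive means wells under 20 cells, flagged as cytotoxic or low count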;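 further: 0% = DMSO without peptide and 100% = 100 nM NTR1 peptide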
Target sequence (P30989 whole entry, looked up): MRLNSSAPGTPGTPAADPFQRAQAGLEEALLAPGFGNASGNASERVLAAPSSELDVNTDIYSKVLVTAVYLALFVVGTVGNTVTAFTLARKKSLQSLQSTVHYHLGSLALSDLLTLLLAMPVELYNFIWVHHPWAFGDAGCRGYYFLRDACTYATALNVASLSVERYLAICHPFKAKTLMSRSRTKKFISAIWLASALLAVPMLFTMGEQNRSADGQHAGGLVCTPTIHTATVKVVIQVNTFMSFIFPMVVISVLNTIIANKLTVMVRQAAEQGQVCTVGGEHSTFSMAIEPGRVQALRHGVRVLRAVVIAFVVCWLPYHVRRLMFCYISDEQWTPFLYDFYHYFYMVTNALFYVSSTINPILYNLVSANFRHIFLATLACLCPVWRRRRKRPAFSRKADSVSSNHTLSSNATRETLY
NS5 inhibitors – flavivirus cap methylation enzyme inhibition – biochemical, confirmation dose response, primary screen (AID 588689). Dengue-2 NS5 methyltransferase capping enzyme assay, biochemical; higher % means a stronger effect. inhibition, % at 25 µM; hits with a dose series show IC50 in µM. hit rate 0.3% among 340,000; in the data active means a potency from the dose series; inconclusive means inhibition above about 29% without an active follow-up result
Salmonella PhoP GFP – inhibitors of PhoP regulon expression, primary screen, Salmonella Typhimurium, GFP reporter (AID 1863). S. Typhimurium PhoP-regulated promoter GFP reporter, 4 h; higher % means a stronger effect. hit rate 0.16% among 300,000. one-dose inhibition, % at 50 µM; IC50 in µM for titrated hits;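 active means inhibition over 29.93%, a cutoff 3 SD above the screen mean, later confirmed by dose response; inconclusive means inhibition over 29.93% but no dose response follow-up; inactive means inhibition at most 29.93% or unconfirmed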;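 further: 0% = low Mg2+ inducing control and 100% = high Mg2+ repressing control; strong numbers were not always called active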
MgcRacGAP inhibition – MgcRacGAP GTPase-activating activity inhibitors, confirmation, biochemical, ADP Hunter fluorescence; AID 624330; hit rate 0.6% among 340,000; MgcRacGAP-stimulated Rac1 GTP hydrolysis, ADP Hunter fluorescence; higher % means a stronger effect; GST-tagged Rac1 F28L mutant substrate; inhibition, % at 30 µM; hits with a dose series show IC50 in µM;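 active means first-screen hits whose inhibition reached a set limit at any dose in the follow-up dose series; inconclusive means inhibition above the set first-screen limit but never retested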;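 further: fluorescence reports GDP produced by GAP-driven GTP hydrolysis; strong numbers were not always called active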
T cell HTS – T cell immune modulators affecting CD8 T cell-vesicle binding; 2C CD8+ T cell-vesicle binding, flow cytometry; stronger effect = lower value; calls only at 7 µM; hit rate 0.068% among 330,000; AID 2052;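 active means response, share of CD8 T cells binding vesicles, and their 90th percentile fluorescence all below set limits, cut at about 80% in these data, passing the limit was not always enough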
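Assay system – 2C mouse CD8+ T cells · Also added – QL9-loaded Drosophila micro-vesicles · Timing – Cell–vesicle co-incubation 1.5 h at 37 °C, staining 20 min on ice · Signal – flow cytometry of vesicle-bound cells · Measure – percent CD8+ FL2 mean versus row control · Controls – Peptide-free naked vesicles (low) and QL9 vesicles with 0.7% DMSO vehicle (high)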
T cell HTS vesicle-bound % – further read-out of T cell HTS, marked with its call; double positive events, %; measured here: CD8+ vesicle-bound cell fraction;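 binding gate set so that unloaded-vesicle control wells show 10% double positive cells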
NTR1 ag cell count 20 µM – second read-out of NTR1 ag, no call of its own (marks repeat the call); cell count; measured here: cell count, cytotoxicity flag
* hit, by the source's call; i = inactive; u = inconclusive; x = not tested or not shown; [ ] = dose if it differs, or a comment.

SMILES	RSV antiviral HEp-2	Large T inhibition	West Nile antiviral	K1F lysis inhibition	NTR1 ag	NTR1 ag cell count 20 µM	NS5 inhibitors	Salmonella PhoP GFP	MgcRacGAP inhibition	T cell HTS	T cell HTS vesicle-bound %
O=[N+]([O-])c1cnn(-c2nc(-c3ccccc3)cc(C(F)(F)F)n2)c1	2.0%	12%	-0.7%	-0.2%	-0.3	57	-2%	-2%	4%	i	29
O=S1(=O)N=C(N(CCO)/N=C/c2ccncc2)c2ccccc21	-1.9%	29%	-0.1%	-0.3%	-0.3	53	x	-9%	-7%	i	53
O=C(CCN1CCN(c2ccccc2)CC1)N/N=C/c1ccc([N+](=O)[O-])o1	-3.1%	5%	-0.6%	0.3%	-3.0	59	-3%	3%	1%	i	53
CC1CCCN(C(=O)C2CCCN(S(=O)(=O)c3cccc4nsnc34)C2)C1 (centres undefined)	0.1%	5%	-0.9%	3.7%	-0.2	74	0%	-8%	2%	i	8
CCCCN(C(=O)Oc1ccccc1)C1CCS(=O)(=O)C1 (centres undefined)	0.7%	4%	0.0%	0.3%	-0.4	49	2%	-4%	18%	i	53
O=C(CCNS(=O)(=O)c1ccccc1C(F)(F)F)NCC(c1ccco1)N1CCCCC1 (centres undefined)	-2.2%	9%	x	0.4%[50 µM]	-1.3	55	-4%	4%	-3%	i	44
Cc1ccsc1/C=C(\C#N)C(=O)NCc1ccco1	1.1%	6%	-0.5%	0.8%[50 µM]	x	x	0%	20%	2%	i	36
O=C(CSc1nnc(NC(=O)C2CCCCC2)s1)NCc1ccco1	2.9%	1%	0.1%	0.3%	2.1	56	-5%	-1%	0%	i	46
CC(C)C(=O)NC(=S)Nc1ccc(CN2CCOCC2)cc1	0.1%	3%	-0.4%	0.1%	-1.3	86	2%	-7%	5%	i	56
Cc1cccc(Sc2nc(-c3ccccc3)ncc2C(=O)O)c1	1.3%	14%	0.0%	0.9%	0.4	42	7%	3%	8%	i	22
Cn1c(-c2ccc(F)cc2)cnc1SCC(=O)NCc1ccco1	0.8%	13%	-0.2%	0.6%	1.5	83	5%	-1%	4%	i	44
OCCn1c(-c2ccc(F)cc2)csc1=Nc1ccccc1	5.0%	8%	-1.4%	6.3%	3.3	49	-5%	4%	7%	i	41
CCc1cccc(C)c1NC(=S)NCc1ccccc1	2.2%	0%	-1.3%	-0.7%[50 µM]	-0.6	67	-9%	4%	-5%	i	55
O=c1c2sc3nc(N4CCOCC4)c4c(c3c2ncn1CCc1ccccc1)CCCC4	0.6%	27%	x	2.6%	5.2	52	3%	6%	4%	x	x
Oc1ccc(N=Nc2ccc(Br)cc2)c(O)c1	4.0%	10%	0.5%	0.0%	4.1	80	8%	2%	12%	i	11
O=C(O)c1cn(CCOc2ccccc2Cl)c2ccccc12	-0.2%	-3%	0.0%	0.0%	1.2	32	3%	0%	3%	i	65
O=C(Nc1ccc(N2CCN(C(=O)c3ccccc3)CC2)c(Cl)c1)c1ccco1	4.6%	26%	0.4%	0.3%	1.7	50	-1%	9%	14%	i	48
O=C(COC(=O)c1cccnc1Cl)NC1CCCc2ccccc21 (centres undefined)	x	x	x	0.8%[50 µM]	1.5	52	-3%	x	1%	i	23
O=C(O)c1ccc(/C=N/NC(=S)NCCN2CCOCC2)cc1	1.5%	2%	0.7%	0.4%	-0.7	39	-2%	-9%	2%	i	48
c1csc(Cc2nn3c(-c4ccncc4)nnc3s2)c1	5.1%	14%	-0.4%	0.0%	2.0	76	-1%	1%	4%	i	49
C[C@H](NC(=O)c1nc[nH]c1C(=O)N1CCN(c2ccccc2)CC1)C(=O)OC(C)(C)C	0.9%	11%	-0.5%	2.4%	1.7	53	3%	-1%	6%	i	16
COc1ccc(Cl)c(Cn2c(NCC(C)O)nc3c2c(=O)n(C)c(=O)n3C)c1 (centres undefined)	-1.1%	-1%	-0.6%	1.3%	0.1	37	4%	-4%	15%	i	19
CNC(=O)C1CCN(S(=O)(=O)c2c(C)noc2/C=C/c2ccc(C)cc2)CC1	3.3%	10%	0.3%	-0.5%	-4.2	41	-2%	x	-1%	i	11
COc1ccc(N(C)C(=O)c2cc3c(s2)-c2ccccc2OC3)c(OC)c1	36%	x	3.0%	2.2%	-4.4	51	-1%	x	3%	i	19
COc1ccc(/C=N/NC(=O)Cc2cc(OC)c(OC)cc2[N+](=O)[O-])cc1	2.4%	18%	-0.6%	1.5%	0.5	43	3%	-11%	0%	i	16
Later entries:
SMILES	RSV antiviral HEp-2	Large T inhibition	West Nile antiviral	K1F lysis inhibition	NTR1 ag	NTR1 ag cell count 20 µM	NS5 inhibitors	Salmonella PhoP GFP	MgcRacGAP inhibition	T cell HTS	T cell HTS vesicle-bound %
COCCNC(=O)CCCC(=O)NCCOC	1.3%	3%	-0.4%	1.6%	-1.6	49	-6%	10%	8%	i	39
Cc1ccc(-c2nn(-c3ccccc3)cc2/C=N/O)cc1	56%	6%	0.2%	0.2%	10	89	1%	-6%	10%	i	62
C=CCN(CC(=O)Nc1cccnc1)S(=O)(=O)c1ccc(Cl)cc1	x	x	x	-2.2%	-1.0	65	-9%	x	3%	i	20
COc1cc(-n2c(=O)c3ccccc3n(Cc3cccnc3)c2=O)cc(OC)c1OC	2.0%	x	0.2%	0.2%	0.9	70	6%	x	4%	i	38
Cn1nc(C(C)(C)C)cc1NC(=O)Nc1cc(Cl)cc(Cl)c1	x	9%	-1.6%	-0.5%	20	50	-3%	-7%	10%	i	61
CC1CC(CC(C)C(=O)Nc2nncs2)C(=O)O1 (centres undefined)	-2.2%	11%	-0.9%	0.8%	0.3	56	-7%	8%	-5%	i	8
COc1ccc(C)cc1S(=O)(=O)N1CCCC(N2CCOCC2)C1 (centres undefined)	-1.2%	-13%	-0.2%	-0.3%	0.7	64	1%	-1%	10%	i	35
COc1ccc(C(C(=O)NC2CCCCC2)N(Cc2cccnc2)C(=O)c2snc(C(N)=O)c2N)cc1 (centres undefined)	0.8%	3%	-1.1%	0.0%	1.3	31	-6%	2%	-5%	i	36
COc1cccc(NC(=O)C(C)(C)C)c1	1.0%	7%	x	-0.4%	-5.0	57	1%	-2%	3%	i	18
CCCc1nnc(NC(=O)Cn2c(=O)sc3ccccc32)s1	1.8%	0%	0.5%	0.2%	0.4	59	-3%	11%	6%	i	44
CCn1c(NN)nc2sc3c(c2c1=O)CCC3	5.2%	18%	0.5%	6.7%	1.1	27	26%	-8%	20%	i	12
Cc1ccc(-c2csc(=Nc3cccnc3)n2CCCn2ccnc2)cc1C	13%	11%	-0.6%	11%	0.0	55	-4%	12%	9%	i	36
CC(Oc1ccc2c(-c3ccccc3)cc(=O)oc2c1)C(=O)N[C@H](Cc1c[nH]c2ccccc12)C(=O)O (some centres undefined)	0.8%	22%	0.0%	-1.8%	12	97	4%	-9%	-2%	i	22
COCCNC(=O)c1ccccc1NC(=O)c1ccccc1SC	1.1%	3%	0.2%	0.1%	0.7	51	-4%	-14%	9%	i	37
CC(C)=CCN1CCN(Cc2ccc(C#CC(C)(C)O)cc2)CC1CCO (centres undefined)	-1.5%	6%	-1.2%	-0.1%	0.9	51	1%	-1%	9%	i	30
O=C1COc2ccc(S(=O)(=O)CCC(=O)N3CCN(c4ccccc4)CC3)cc2N1	1.9%	8%	0.4%	0.1%	0.1	58	-8%	-1%	0%	i	8
CCCNc1nc(-c2cc(C(=O)Nc3ccccc3)on2)cc(C(C)C)n1	0.1%	2%	-0.3%	2.5%	1.6	78	1%	x	7%	i	43
Cc1ccc(/C=C/c2nnc(-c3ccccc3)o2)cc1	2.0%	24%	-0.3%	3.5%	0.7	45	-4%	-6%	4%	i	37
Cc1csc(CNC(=O)c2cc(COc3c(C)cccc3C)on2)n1	0.4%	2%	0.0%	0.1%	-1.7	60	-4%	4%	-35%	i	9
CC1CCN(C(=O)Cn2cc(C(F)(F)F)ccc2=O)c2ccccc2S1 (centres undefined)	x	x	x	3.0%	1.0	59	3%	x	7%	i	28
COc1ccccc1N1CCN(C(=O)CN2C(=O)C3CCCCC3C2=O)CC1 (centres undefined)	0.9%	10%	-0.8%	-1.6%	1.3	52	-10%	-3%	-2%	i	40
CCOC(=O)C1CCN(C(=O)COc2ccc(S(=O)(=O)N3CCCC3)cc2C)CC1	-0.7%	4%	0.1%	4.2%	-1.1	50	-1%	-7%	8%	i	10
c1ccc2nc3c(nc2c1)CCCC3	0.9%	12%	-0.2%	0.0%	0.4	52	-5%	2%	8%	i	54
O=S(Cc1ccc(Br)cc1)Cc1nnc(SCc2c(F)cccc2Cl)n1-c1ccccc1 (centres undefined)	u	0%	-1.6%	6.7%	5.4	72	1%	6%	1%	i	45
O=C1c2ccccc2C(=O)N1CC(=O)N1c2ccccc2CCc2ccccc21	1.5%	2%	0.2%	3.8%	-1.5	92	-6%	-8%	2%	i	36
O=C(NCc1ccc(Cl)cc1)C(=O)NCC1OCCN1C(=O)c1cccs1 (centres undefined)	1.9%	15%	-1.0%	4.5%	0.4	67	60%	-4%	5%	i	17
COc1ccc(-c2nc3scc(-c4ccc(OC)c(OC)c4)c3c(=O)o2)cc1	2.6%	0%	u	0.0%	0.2	65	2%	-10%	10%	i	12
Cc1ccc(NC(=O)C2CCN(S(=O)(=O)c3ccc4ccccc4c3)CC2)nc1	x	x	x	1.0%[50 µM]	-1.1	54	-15%	x	13%	x	x
CCC(=O)NC(=S)Nc1cccc(NC(=O)c2ccccc2Cl)c1	2.6%	11%	-0.1%	0.0%	1.2	43	-3%	5%	8%	i	34
Cc1ccc(-n2c(N)c(C(=O)Nc3ccccc3F)sc2=S)cc1C	-0.9%	10%	-0.6%	0.0%	2.5	56	-6%	4%	-4%	i	62
